M1 ag parental – counter-screen for M1 agonists: effect in parental CHO-K1 cells; Fluo-8 calcium fluorescence; scaled to maximal ATP response, vehicle zero; activation, % at 3 µM; 360,000 tested, 0.48% active; in the data active means activation above about 15%;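 further: untransfected CHO-K1 host cells lacking M1 receptor as counterscreen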
OXTR ag – agonists of human oxytocin receptor; 320,000 tested, 0.32% active; P30559; CHO-OTR cells, Fluo-8 calcium fluorescence; normalized: DMSO 0%, oxytocin 100%; activation, % at 3 µM;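 active means activation above the mean of all tested compounds plus 3 SD, cutoff set per screening run, cut at about 20% in these data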;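 further: peak over basal fluorescence ratio from a 100 s FLIPR kinetic read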
Target sequence (P30559 whole entry, looked up): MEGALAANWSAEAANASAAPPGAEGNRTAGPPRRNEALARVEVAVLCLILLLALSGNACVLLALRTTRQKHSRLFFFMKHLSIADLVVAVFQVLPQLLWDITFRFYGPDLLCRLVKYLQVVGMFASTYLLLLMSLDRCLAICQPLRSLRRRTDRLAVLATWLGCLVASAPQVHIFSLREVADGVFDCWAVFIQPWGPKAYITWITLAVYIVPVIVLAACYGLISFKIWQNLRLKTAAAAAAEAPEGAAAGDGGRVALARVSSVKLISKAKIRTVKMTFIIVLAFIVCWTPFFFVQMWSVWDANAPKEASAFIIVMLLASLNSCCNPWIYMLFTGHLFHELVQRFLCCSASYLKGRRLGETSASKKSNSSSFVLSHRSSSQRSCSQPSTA
CHO-K1 Ca PAM – nonselective activator or artifact in parental CHO-K1 calcium assay; activation, % at 3 µM; 360,000 tested, 0.02% active; AID 602247; ATP EC20, Fluo-8 calcium fluorescence; 0% at ATP EC20, 100% at ATP max;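 active means activation above the run cutoff, the mean activation of all test compounds plus 3 SD, cut at about 40% in these data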;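 further: peak over basal fluorescence ratio in a 140 s read after ATP addition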
TAAR1 antagonist – antagonists of human TAAR1; inhibition, % at 3 µM; CHO RD-HGA16 TAAR1, Fluo-8 calcium fluorescence, antagonist; Q96RJ0; 360,000 tested, 1.5% active;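 active means inhibition above a per-plate cutoff, the mean inhibition of test compounds on that plate plus 3 SD, cut at about 49% in these data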;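 further: 0% = DMSO plus EC80 beta-PEA response and 100% = DMSO alone without agonist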
Target sequence (Q96RJ0 whole entry, looked up): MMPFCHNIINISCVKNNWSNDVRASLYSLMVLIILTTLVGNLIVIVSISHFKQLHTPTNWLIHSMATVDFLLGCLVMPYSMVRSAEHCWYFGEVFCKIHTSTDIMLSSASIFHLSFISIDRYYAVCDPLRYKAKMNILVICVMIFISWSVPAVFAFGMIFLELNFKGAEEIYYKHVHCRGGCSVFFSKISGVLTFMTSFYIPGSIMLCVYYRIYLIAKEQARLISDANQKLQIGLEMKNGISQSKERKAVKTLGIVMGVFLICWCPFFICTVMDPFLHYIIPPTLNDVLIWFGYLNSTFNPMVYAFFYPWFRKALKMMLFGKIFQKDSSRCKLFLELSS
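Test system – hTAAR1-expressing CHO RD-HGA16 cells, Gα16-coupled · Reagent – β-PEA at EC80 concentration, post-compound challenge · Compound dosing – 3 µM, single point · Timing – 140 s kinetic read after compound, 140 s after agonist · Detection – Fluo-8 intracellular calcium dye fluorescence, real-time kinetic reads · Control set – DMSO and EC80 PEA controls · Repeats – n of 1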
GPR7 antag – antagonists of human GPR7 (neuropeptides B/W receptor 1). P48145. GPR7-expressing cells, fluorescence antagonist assay. inhibition, % at 4.4 µM. 290,000 tested, 1.1% active. AID 1861; in the data active means inhibition above about 16%, passing the limit was not always enough;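 further: cells stimulated with the agonist NPW; 0% = agonist with vehicle and 100% = vehicle without agonist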
Target sequence (P48145 whole entry, looked up): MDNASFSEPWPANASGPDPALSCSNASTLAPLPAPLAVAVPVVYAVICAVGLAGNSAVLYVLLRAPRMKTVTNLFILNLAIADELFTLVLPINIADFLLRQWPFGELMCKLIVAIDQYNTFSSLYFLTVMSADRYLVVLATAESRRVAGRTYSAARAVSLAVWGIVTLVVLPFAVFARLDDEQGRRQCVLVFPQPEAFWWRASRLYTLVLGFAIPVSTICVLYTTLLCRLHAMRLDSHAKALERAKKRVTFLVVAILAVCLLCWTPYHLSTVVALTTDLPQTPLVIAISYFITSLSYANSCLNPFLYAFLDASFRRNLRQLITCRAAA
OXTR potentiator – potentiators of human oxytocin receptor. P30559. CHO-OTR cells, Fluo-8 calcium fluorescence, potentiator mode; 0% = oxytocin EC15, 100% = EC100. activation, % at 3 µM. 320,000 tested, 0.061% active. AID 2445;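 active means activation above that plate's cutoff, the mean activation of tested compounds plus 3 SD, cut at about 6.6% in these data, passing the limit was not always enough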;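 further: 100% uses oxytocin at 75 nM as the full agonist control; some results filed as inactive read as strong as hits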
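Assay system: CHO-OTR cells, human receptor / Also added: oxytocin at about EC15, sub-maximal agonist stimulus / Dosing: single dose, 3.0 µM nominal final compound concentration / Incubation: 6 min pre-incubation, 100 s read / Technique: Fluo-8 calcium dye fluorescence / Read-out: % activation vs EC15 and EC100 oxytocin / Benchmarks: EC15 oxytocin low, 75 nM oxytocin high / Replicates: singlicate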
CHO parental Ca – signal in parental CHO cells, OX1R antagonist counter-screen | parental CHO-K1, ATP-induced calcium, Fluo-8 fluorescence | inhibition, % at 5.6 µM | 330,000 tested, 0.63% active;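 active means inhibition above that plate's mean sample inhibition plus 3 SD, cut at about 26% in these data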;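 further: 0% = ATP-challenged DMSO wells and 100% = DMSO wells without ATP; some compounds past the cut are filed as inactive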
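Test system: untransfected parental CHO cell line; also added: ATP stimulus; dosing: 5.6 µM, single dose; signal: calcium-sensitive Fluo-8 fluorescence; measure: percent inhibition of ATP-evoked calcium rise, normalized to controls; benchmarks: low control ATP plus DMSO, high control DMSO only; replication: one well per compound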
CHO-K1 Ca antag – M1 antagonist counterscreen hit in parental CHO-K1 cells; 360,000 tested, 0.6% active; AID 602250; ATP-induced calcium, Fluo-8 fluorescence; inhibition, % at 3 µM;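 active means inhibition above a per-plate cutoff, the plate's mean sample inhibition plus 3 SD, cut at about 24% in these data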;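 further: 0% = DMSO plus EC80 ATP and 100% = DMSO alone without ATP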
V1R ag counter – counter-screen for oxytocin receptor agonists: human V1a receptor agonists; P37288; CHO-V1R cells, Fluo-8 calcium fluorescence, agonist mode; 0% DMSO, 100% 3 nM vasopressin; activation, % at 3 µM; 320,000 tested, 0.25% active; AID 2797;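 active means activation above the mean activation of all tested compounds plus 3 SD, per screening run, cut at about 20% in these data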;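 further: signal is peak over basal fluorescence ratio across a 100 second FLIPR read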
* marks the source's active call; other numbers are inactive results.

Screening CN(C)c1ccnc2sc3c(=O)n(Cc4ccccc4)cnc3c12 returned M1 ag parental 0.1, OXTR ag -1.6, CHO-K1 Ca PAM 11, GPR7 antag 0, OXTR potentiator 3, CHO parental Ca -5, CHO-K1 Ca antag -19 and V1R ag counter 0.0.
`CSc1ccc(S(=O)(=O)NCc2ccccc2Cl)cc1` gave M1 ag parental 0.8, OXTR ag -2.5, CHO-K1 Ca PAM 11, TAAR1 antagonist 22, GPR7 antag -3, OXTR potentiator -9, CHO parental Ca -3, CHO-K1 Ca antag -12 and V1R ag counter -0.2.
Screening O=[N+]([O-])c1ccc(CS(=O)(=O)c2ccc(Cl)cc2)cc1 returned M1 ag parental -0.1, CHO-K1 Ca PAM -10, TAAR1 antagonist 15, GPR7 antag 11 and CHO-K1 Ca antag -1.
Nc1c(N(Cc2ccco2)C(=O)c2ccccc2F)c(=O)[nH]c(=O)n1Cc1ccccc1 was read as M1 ag parental 0.2, CHO-K1 Ca PAM -2, TAAR1 antagonist -3 and CHO-K1 Ca antag -4.
CCOc1ccc(CNS(=O)(=O)c2ccc3c(c2)CC(=O)N3C)cc1 was read as M1 ag parental 0.7, OXTR ag 0.9, CHO-K1 Ca PAM 8, TAAR1 antagonist -6, GPR7 antag 2, OXTR potentiator -1, CHO parental Ca -2, CHO-K1 Ca antag 5 and V1R ag counter 0.8.
Cc1ccccc1OCC(=O)OCC(=O)NCc1ccccc1Cl was read as M1 ag parental -0.5, OXTR ag -1.1, CHO-K1 Ca PAM -1, TAAR1 antagonist 0, OXTR potentiator -4, CHO parental Ca -8, CHO-K1 Ca antag -3 and V1R ag counter -1.5.
Screening COc1cccc(/C=N/NC(=O)CNC(=O)CCc2ccccc2)c1O returned M1 ag parental 0.9, OXTR ag -1.4, CHO-K1 Ca PAM 19, TAAR1 antagonist -5, GPR7 antag 20, OXTR potentiator 3, CHO parental Ca -14, CHO-K1 Ca antag -6 and V1R ag counter -0.7.
CCOc1ccc(NC(=O)CN2CCC(n3cnc4cc(F)ccc43)CC2)cc1 was read as M1 ag parental 4.9, OXTR ag -0.8, CHO-K1 Ca PAM 14, TAAR1 antagonist 14, GPR7 antag 15, OXTR potentiator -14, CHO parental Ca -18, CHO-K1 Ca antag -2 and V1R ag counter -0.5.
For O=S(=O)(Nc1ccccn1)c1ccc(C(F)(F)F)cc1Cl the results were M1 ag parental 3.8, OXTR ag 1.4, CHO-K1 Ca PAM 13, TAAR1 antagonist -40, GPR7 antag -10, OXTR potentiator 3, CHO parental Ca 1, CHO-K1 Ca antag -12 and V1R ag counter 0.4.
Cc1ccc(CNC(=O)Cc2nc3nc(C)cc(C)n3n2)cc1 was read as M1 ag parental 0.0, OXTR ag 0.6, CHO-K1 Ca PAM 22, TAAR1 antagonist 14, GPR7 antag -2, OXTR potentiator -3, CHO parental Ca -11, CHO-K1 Ca antag -8 and V1R ag counter -0.4.
For O=C(O)c1ccc(Nc2nc(-c3cc4ccccc4oc3=O)cs2)cc1O the results were M1 ag parental -0.1, CHO-K1 Ca PAM 14, TAAR1 antagonist 13, GPR7 antag 15 and CHO-K1 Ca antag -5.
O=C(CSc1nnc2c(n1)[nH]c1ccc(S(=O)(=O)N3CCOCC3)cc12)Nc1ccccc1Cl was read as M1 ag parental 1.7, OXTR ag -0.2, CHO-K1 Ca PAM 14, TAAR1 antagonist 28, GPR7 antag 5, OXTR potentiator -11, CHO parental Ca -19, CHO-K1 Ca antag -10 and V1R ag counter 0.3.
For CSCCC(C(=O)N(C)CC(=O)Nc1cccc(F)c1)N1C(=O)c2ccccc2C1=O (stereo not drawn) the results were M1 ag parental 0.6, OXTR ag 1.2, CHO-K1 Ca PAM -3, TAAR1 antagonist 1, OXTR potentiator 1, CHO parental Ca -20, CHO-K1 Ca antag 6 and V1R ag counter 2.1.
Screening COc1cc(NC(=O)COC(=O)c2cc(S(=O)(=O)N3CCOCC3)ccc2F)cc(OC)c1 returned M1 ag parental 0.3, OXTR ag 2.1, CHO-K1 Ca PAM 14, TAAR1 antagonist 2, OXTR potentiator 1, CHO parental Ca -22, CHO-K1 Ca antag -13 and V1R ag counter 1.4.
For Nc1nc(-c2cccnc2)nc(N2CCCCC2)n1 the results were M1 ag parental 1.0, OXTR ag 0.1, CHO-K1 Ca PAM 22, TAAR1 antagonist 0, GPR7 antag -10, OXTR potentiator -5, CHO parental Ca 2, CHO-K1 Ca antag -10 and V1R ag counter 1.9.
Cc1ccc(SCC(=O)Nc2cccc(S(=O)(=O)N3CCOCC3)c2)cc1C was read as M1 ag parental 2.0, OXTR ag 0.7, CHO-K1 Ca PAM 4, TAAR1 antagonist -11, OXTR potentiator -4, CHO parental Ca -22, CHO-K1 Ca antag -7 and V1R ag counter 2.9.
`N#C/C(=C(O)\C=C\c1ccccc1)c1nc2ccccc2[nH]1` gave M1 ag parental 0.6, OXTR ag -0.4, CHO-K1 Ca PAM 14, TAAR1 antagonist -1, GPR7 antag 11, OXTR potentiator -2, CHO parental Ca -23, CHO-K1 Ca antag -8 and V1R ag counter 1.6.
`Cc1ccc2nc(-c3ccccc3)c(Cc3ccccn3)n2c1` gave M1 ag parental 0.7, CHO-K1 Ca PAM 6, TAAR1 antagonist -4 and CHO-K1 Ca antag -1.
CCOc1ccc(NC2=C(Cl)C(=O)N(C3CCCCC3)C2=O)cc1 was read as M1 ag parental -0.2, OXTR ag -0.7, CHO-K1 Ca PAM -9, TAAR1 antagonist 4, GPR7 antag -9, OXTR potentiator -8, CHO parental Ca 7, CHO-K1 Ca antag 13 and V1R ag counter 0.9.
For CCCCN(C)C(=S)Nc1ccc2nc(N3CCN(CC)CC3)cc(C)c2c1 the results were M1 ag parental -0.3, OXTR ag 1.0, CHO-K1 Ca PAM -19, TAAR1 antagonist -27, GPR7 antag -8, OXTR potentiator -10, CHO parental Ca -11, CHO-K1 Ca antag 17 and V1R ag counter 1.0.
For CCCC[C@H]1COCCS(=O)(=O)N1Cc1ccc(F)cc1 the results were M1 ag parental -0.6, OXTR ag -1.4, CHO-K1 Ca PAM -3, TAAR1 antagonist -9, GPR7 antag 4, OXTR potentiator -6, CHO parental Ca -5, CHO-K1 Ca antag -10 and V1R ag counter -0.2.
`O=C(CN(C(=O)CCC(=O)Nc1ccccn1)C1CCCC1)NCc1ccccc1` gave M1 ag parental 0.2, OXTR ag 0.5, CHO-K1 Ca PAM 7, TAAR1 antagonist -18, GPR7 antag -7, OXTR potentiator -2, CHO parental Ca -1, CHO-K1 Ca antag -6 and V1R ag counter 0.1.
COc1ccc(CN2CCNC(=O)C2CC(=O)NCC2CCOCC2)c(C)c1C (stereo not drawn) was read as M1 ag parental 0.8, OXTR ag -0.7, CHO-K1 Ca PAM -4, TAAR1 antagonist 5, GPR7 antag -13, OXTR potentiator -8, CHO parental Ca -6, CHO-K1 Ca antag -9 and V1R ag counter -0.2.
`Cc1nc(SCc2nc3c(C)cccc3[nH]2)c2oc3ccccc3c2n1` gave M1 ag parental 0.6, OXTR ag 0.5, CHO-K1 Ca PAM 8, TAAR1 antagonist 16, OXTR potentiator -3, CHO parental Ca -17, CHO-K1 Ca antag -15 and V1R ag counter 1.0.

Two records picked at random from those above:
`Cc1nc(SCc2nc3c(C)cccc3[nH]2)c2oc3ccccc3c2n1` gave M1 ag parental 0.6, OXTR ag 0.5, CHO-K1 Ca PAM 8, TAAR1 antagonist 16, OXTR potentiator -3, CHO parental Ca -17, CHO-K1 Ca antag -15 and V1R ag counter 1.0.
CCOc1ccc(CNS(=O)(=O)c2ccc3c(c2)CC(=O)N3C)cc1 was read as M1 ag parental 0.7, OXTR ag 0.9, CHO-K1 Ca PAM 8, TAAR1 antagonist -6, GPR7 antag 2, OXTR potentiator -1, CHO parental Ca -2, CHO-K1 Ca antag 5 and V1R ag counter 0.8.

(list continues)
O=[N+]([O-])c1cc(C=Nc2ccc3ccccc3c2)ccc1Br was read as M1 ag parental -0.3, OXTR ag -1.9, CHO-K1 Ca PAM 11, TAAR1 antagonist 15, GPR7 antag -5, OXTR potentiator -7, CHO parental Ca -9, CHO-K1 Ca antag -6 and V1R ag counter -0.5.
For Cc1nc(-c2ccc(C(=O)Nc3ccc(F)cc3)cc2)cs1 the results were M1 ag parental 1.8, OXTR ag -0.5, CHO-K1 Ca PAM 28, TAAR1 antagonist -1, GPR7 antag -12, OXTR potentiator -1, CHO parental Ca -1, CHO-K1 Ca antag -16 and V1R ag counter 1.2.
For CCn1c(SCC(=O)N(C)C)nc2cc(S(=O)(=O)N3CCOCC3)ccc21 the results were M1 ag parental 0.0, OXTR ag 0.5, CHO-K1 Ca PAM -18, TAAR1 antagonist -18, OXTR potentiator 4, CHO parental Ca -8, CHO-K1 Ca antag 14 and V1R ag counter -0.4.
COCCNc1nc(NCc2ccc(NC(C)=O)cc2)c2sccc2n1 was read as M1 ag parental -0.3, CHO-K1 Ca PAM -5, TAAR1 antagonist -33 and CHO-K1 Ca antag -6.
`CC(C)Oc1ccc(C2CC(=O)N(C)C2=O)cc1` (stereo not drawn) gave M1 ag parental 0.6, OXTR ag -0.6, CHO-K1 Ca PAM 7, TAAR1 antagonist -15, GPR7 antag 2, OXTR potentiator -15, CHO parental Ca -1, CHO-K1 Ca antag -4 and V1R ag counter 0.4.
CCOc1ccc(N(Cc2cc3cc(C)ccc3[nH]c2=O)C(=O)COC)cc1 was read as M1 ag parental 0.9, OXTR ag -0.5, CHO-K1 Ca PAM 19, TAAR1 antagonist -4, GPR7 antag -10, OXTR potentiator -3, CHO parental Ca -6, CHO-K1 Ca antag -8 and V1R ag counter 1.3.
`O=C(O)c1ccc(S(=O)(=O)N2CCN(c3ccccn3)CC2)cc1` gave M1 ag parental 0.5, OXTR ag 0.2, CHO-K1 Ca PAM 18, TAAR1 antagonist -2, GPR7 antag -4, OXTR potentiator -6, CHO parental Ca -8, CHO-K1 Ca antag -8 and V1R ag counter 0.7.
Screening CCOc1ccc(N2CC(C(=O)Nc3nnc(CC)s3)CC2=O)cc1 (stereo not drawn) returned M1 ag parental -0.6, OXTR ag -0.8, CHO-K1 Ca PAM 17, TAAR1 antagonist -17, GPR7 antag -7, OXTR potentiator 0, CHO parental Ca -8, CHO-K1 Ca antag -4 and V1R ag counter -0.2.

Entries listed so far containing a furan ring, fused or not, in the order listed:
Nc1c(N(Cc2ccco2)C(=O)c2ccccc2F)c(=O)[nH]c(=O)n1Cc1ccccc1 was read as M1 ag parental 0.2, CHO-K1 Ca PAM -2, TAAR1 antagonist -3 and CHO-K1 Ca antag -4.
`Cc1nc(SCc2nc3c(C)cccc3[nH]2)c2oc3ccccc3c2n1` gave M1 ag parental 0.6, OXTR ag 0.5, CHO-K1 Ca PAM 8, TAAR1 antagonist 16, OXTR potentiator -3, CHO parental Ca -17, CHO-K1 Ca antag -15 and V1R ag counter 1.0.

Screening results as filed in PubChem.
